TRPC6 inhibitor: blocks the mouse TRPC6 cation channel; HEK293-TRPC6, membrane potential dye, ACh-evoked depolarization; active compounds read low; B-score at 10 µM; 310,000 compounds, 1.1% hits;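 active = B-score under library mean minus 3 SD, initial fluorescence not abnormally high, positive integrated signal ratio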;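 note: B-score derived from integrated fluorescence ratio over the kinetic read; more negative B-score means stronger inhibition of depolarization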
Target sequence (Q61143 whole entry, looked up): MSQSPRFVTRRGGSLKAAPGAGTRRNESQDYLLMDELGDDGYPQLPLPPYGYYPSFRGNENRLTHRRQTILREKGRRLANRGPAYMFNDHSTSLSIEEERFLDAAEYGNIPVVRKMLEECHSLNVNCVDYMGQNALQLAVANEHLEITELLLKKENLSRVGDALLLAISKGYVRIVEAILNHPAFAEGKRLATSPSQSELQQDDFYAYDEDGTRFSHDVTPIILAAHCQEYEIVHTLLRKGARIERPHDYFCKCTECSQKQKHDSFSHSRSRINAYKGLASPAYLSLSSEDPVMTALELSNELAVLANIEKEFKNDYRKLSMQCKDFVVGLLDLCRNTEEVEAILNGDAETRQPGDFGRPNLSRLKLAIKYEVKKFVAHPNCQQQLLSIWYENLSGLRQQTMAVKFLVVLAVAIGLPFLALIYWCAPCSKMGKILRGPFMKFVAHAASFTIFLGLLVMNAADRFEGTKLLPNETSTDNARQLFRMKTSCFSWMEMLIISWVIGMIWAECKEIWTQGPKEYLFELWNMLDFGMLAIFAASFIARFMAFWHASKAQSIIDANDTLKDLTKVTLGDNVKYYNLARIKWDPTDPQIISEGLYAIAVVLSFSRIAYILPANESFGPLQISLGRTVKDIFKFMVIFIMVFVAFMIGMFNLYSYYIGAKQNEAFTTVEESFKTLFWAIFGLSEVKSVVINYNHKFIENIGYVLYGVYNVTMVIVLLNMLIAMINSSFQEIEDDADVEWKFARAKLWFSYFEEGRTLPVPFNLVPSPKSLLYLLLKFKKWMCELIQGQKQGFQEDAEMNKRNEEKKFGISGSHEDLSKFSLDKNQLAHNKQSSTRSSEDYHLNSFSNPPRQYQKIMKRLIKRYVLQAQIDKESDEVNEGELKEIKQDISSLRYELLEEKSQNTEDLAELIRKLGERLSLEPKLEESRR
ANO1 block: blocks the mouse calcium-activated chloride channel TMEM16A; HEK293 TMEM16A/YFP iodide influx fluorescence, ionomycin; normalized B-score (activity score, 25-100; higher = stronger inhibition) at 10 µM; AID 588511; Q8BHY3; 310,000 compounds, 1.2% hits;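 active = ratio plate-corrected score three or more library SD toward inhibition, starting fluorescence score within five deviations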;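 note: score derived from kinetic fluorescence span divided by baseline fluorescence per well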
TMEM16A act: mouse TMEM16A channel activation, primary screen. HEK293 TMEM16A/YFP-H148Q/I152L, iodide quench fluorescence; active compounds read low. B-score at 10 µM. 340,000 compounds, 0.3% hits;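 active = fluorescence-ratio B-score plate-corrected deviation score at least 3 library SD below zero, with starting fluorescence score within 5 deviations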;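 note: channel opened by trigger with iodide after compound preincubation; score built on the fluorescence ratio of max minus min over baseline; more negative score means more quench and so TMEM16A activation or potentiation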
MrgX1 agonist: human MrgX1 receptor agonism, primary screen; 310,000 compounds, 0.44% hits; MrgX1-HEK293 cells, Fluo-4 calcium fluorescence, agonist mode; active compounds read high; Q96LB2; B-score at 10 µM;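 active = calcium response B-score plate-corrected fluorescence ratio at least 3 library SD, with starting fluorescence B-score inside 5 SD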
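Material: HEK293 cells stably expressing human MrgX1 receptor | Quantity: 15,000 cells per well | Times: Cells plated overnight, dye loaded 0.5 h 37 °C, 0.5 h room temperature | Measured by: Kinetic Fluo-4 NW fluorescence of intracellular calcium | Control set: Positive and negative controls per plate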
TRPC6 act: activates the mouse TRPC6 cation channel | Q61143 | HEK293-TRPC6 membrane potential dye fluorescence; active compounds read high | B-score at 10 µM | 310,000 compounds, 0.13% hits | AID 2550;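 active = B-score of the integrated fluorescence ratio above library mean plus 3 SD, and starting fluorescence ratio within library mean plus 5 SD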;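 note: higher score means more depolarization so channel activation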
TRPC4 agonist: opens the mouse TRPC4 cation channel; Q9QUQ5; 310,000 compounds, 0.49% hits; B-score at 10 µM; HEK293 TRPC4beta/mu-opioid, Fluo4 calcium fluorescence; active compounds read high; AID 2237;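 active = B-score above 5 SD of library B-scores, and initial fluorescence ratio not above library mean plus 5 SD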;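 note: positive B-score marks a calcium rise read as TRPC4 activation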
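system = HEK293 cells stably co-expressing mouse TRPC4beta and mu-opioid receptor | schedule = Fluo4 dye loading 45 min at room temperature, 110 s recording | measure = B-scored integrated calcium fluorescence ratio | signal = Fluo4 calcium-sensitive dye fluorescence, kinetic, 1 Hz baseline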
SKKanGAS inh: inhibitors of SKKanGAS S. pyogenes growth in kanamycin (SK-promoter or general growth effect). BacTiter-Glo, 6 h. inhibition, % at 7.5 µM. 300,000 compounds, 1.3% hits;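 active = mean replicate score, as percent of positive control median, at least 50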;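 note: strain carries kanamycin resistance gene driven by streptokinase promoter and grows in 40 µg/ml kanamycin; loss of luminescence reflects streptokinase promoter inhibition or plain growth inhibition; 0% = median of DMSO wells and 100% = positive control at its reference dose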
TRPC4 inh: inhibitors of mouse TRPC4 channel. Q9QUQ5. HEK293 TRPC4beta/mu-opioid, DAMGO-evoked Fluo4 calcium flux; active compounds read low. B-score at 10 µM. 300,000 compounds, 0.39% hits. AID 2247;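 active = B-score over 3 SD under the library average, no early fluorescence shift, positive overall ratio signal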
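Material: HEK293 cells with stable TRPC4beta plus mu-opioid receptor expression; probe or stimulus: DAMGO in two steps, submaximal then maximal; technique: Fluo4 calcium fluorescence by kinetic imaging, 5 s 1 Hz baseline; measure: integrated fluorescence ratio relative to baseline, converted to per-well B score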
MrgX1 allo act: allosterically activates human MrgX1 receptor signaling | 310,000 compounds, 0.63% hits | MrgX1-HEK293, Fluo-4 calcium flux, FDSS; active compounds read high | B-score at 10 µM;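 active = plate-corrected calcium response at least 3 library SD above typical, normal starting fluorescence, not activating the receptor alone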;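 note: compound read alongside a low EC10 to EC30 dose of BAM8-22 agonist; peak minus trough fluorescence over baseline measured at the second addition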
MrgX1 antag: human MrgX1 receptor antagonism, primary screen; MRGX1-HEK293 calcium flux, Fluo-4, BAM8-22 antagonism; active compounds read low; B-score at 10 µM; Q96LB2; 310,000 compounds, 1.3% hits;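 active = calcium-response B-score plate-corrected more than 3 library SD below zero, starting fluorescence within 5 deviations, no agonist response on first addition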;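 note: peak minus trough fluorescence over baseline after final BAM8-22 challenge near maximal dose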
TRPC4 PAM: allosterically enhances the mouse TRPC4 cation channel | B-score at 10 µM | HEK293 TRPC4beta/mu-opioid, DAMGO EC20, Fluo-4 Ca2+ flux; active compounds read high | 310,000 compounds, 0.42% hits | Q9QUQ5 | AID 2227;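 active = B-score of calcium response area above 5 SD of library B-scores, with initial fluorescence ratio within 5 SD of library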;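 note: B-score of integrated fluorescence ratio over time as area under calcium response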
Numbers without * were called inactive; i = inactive; x = no result given.

SMILES	TRPC6 inhibitor	ANO1 block	TMEM16A act	MrgX1 agonist	TRPC6 act	TRPC4 agonist	SKKanGAS inh	TRPC4 inh	MrgX1 allo act	MrgX1 antag	TRPC4 PAM
COc1cc(/C=N/NC(=O)c2cc(-c3ccc4c(c3)OCO4)n[nH]2)ccc1O	i	i	i	i	i	i	13	i	i	i	i
CCNC(=S)N1CCN(S(=O)(=O)c2ccc(C)cc2)CC1	i	i	i	i	i	i	1	i	i	i	i
CS(=O)(=O)N(CC(=O)N1CCN(c2ccccc2)CC1)c1cccc(Br)c1	i	i	i	i	i	i	-9	i	i	i	i
CN(Cc1cccc(Cl)c1Cl)C(=O)c1ccc(NC(=O)CC#N)cc1	i	i	i	i	i	i	5	i	i	i	i
CCOC(=O)Cn1c(=O)n(C2CCCC2)c(=O)c2ccccc21	i	i	i	i	i	i	-13	i	i	i	i
CC(C)OC(=O)c1ccc(NC(=O)c2ccco2)cc1	i	i	i	i	i	i	-1	i	i	i	i
CC(=O)Nc1ccc(Sc2ncnc3scc(-c4ccccc4)c23)cc1	i	i	i	i	i	i	5	i	i	i	i
Cc1sc2ncnc(NCCc3ccc(S(N)(=O)=O)cc3)c2c1C	i	i	i	i	i	i	-3	i	i	i	i
CCN1CCCC1CNC(=O)CCc1nnc(CCC2CCCCC2)o1 (configuration not stated)	i	i	i	i	i	i	11	i	i	i	i
CC1CCCCC1NC(=S)Nc1ccc(Cl)cc1Cl (configuration not stated)	i	i	i	i	i	i	10	i	i	i	i
O=C(CSc1ccsc1[N+](=O)[O-])NCc1ccco1	i	i	i	i	i	i	-4	i	i	i	i
CCOC(=O)c1csc(NC(=O)c2ccc(N3C(=O)CCC3=O)cc2)n1	i	i	i	i	i	i	1	i	i	i	i
Cc1ccc(C)c(NC(=O)CCN2CCC(C)CC2)c1	i	i	i	i	i	i	-1	i	i	i	i
CCOC(=O)c1cnc(-c2ccccc2)nc1Oc1ccc(OC)cc1	i	i	i	i	i	i	-6	i	i	i	i
COc1ccc(-c2nn(C)c(=O)c3ccccc23)cc1NC(=O)Cn1nc(-c2ccccc2)c2ccccc2c1=O	i	i	i	i	i	i	31	i	i	i	i
COc1ccccc1/C=C/C(=O)OCCN1CCOCC1	i	i	i	i	i	i	-10	i	i	i	i
O=C(NC1CCN(C(=O)Nc2cccc(F)c2)CC1)C1CCCCC1	i	i	i	i	i	i	0	i	i	i	i
CN(C)CCN(C(=O)c1ccc2c(c1)OCCO2)c1nc2cc3c(cc2s1)OCO3	-6.4*	i	i	i	i	i	2	i	i	i	i
COCCn1c(=O)[nH]c2cc(C(=O)NCCN3CCN(c4ccc(OC)cc4)CC3)ccc2c1=O	i	i	i	i	i	i	0	i	i	i	i
CC1Cn2c(nnc2-c2cccs2)S1 (configuration not stated)	i	i	i	i	i	i	-5	i	i	i	i
Cc1csc(SCC(=O)Nc2nc3ccccc3s2)n1	i	i	i	i	i	i	1	i	i	i	i
CCOC(=O)c1sc(NC(=O)CSc2nnnn2-c2ccc(C)c(C)c2)nc1C	i	i	i	i	i	i	2	i	i	i	i
CC(=O)NC12CC3CC(C1)CC(C(=O)OCC(=O)c1ccc4c(c1)OCCO4)(C3)C2	i	i	i	i	i	i	-8	i	i	i	i
Cc1ccnc(SCc2cc(=O)c(OC(=O)c3ccc(Br)o3)co2)n1	i	i	i	i	i	i	-7	i	i	i	i
O=C1CN(C(=O)COC(=O)C2=COCCO2)c2ccccc2N1	i	i	i	i	i	i	-4	i	i	i	i
O=C(Nc1nnc(C2=COCCO2)o1)c1ccc(S(=O)(=O)N2CCCCC2)cc1	i	i	i	i	i	i	5	i	i	i	i
NC(=O)c1c(NC(=O)c2ccc(F)cc2)sc2c1CCC2	i	i	i	i	i	i	5	i	i	i	i
COC(=O)CN1C(=O)C(O)(CC(=O)c2ccc(C)o2)c2ccccc21 (configuration not stated)	i	i	i	i	i	i	0	i	i	i	i
CCC(CC)C(=O)c1c[nH]c(C(=O)NCCOC)c1	i	i	i	i	i	i	3	i	i	i	i
CCC(CC)C(=O)Nc1nnc(SCC(=O)NC(C)(C)C)s1	i	i	i	i	i	i	18	i	i	i	i
COC(=O)c1cc(NC(=O)/C=C/c2ccccc2)ccc1O	i	i	x	i	i	i	-4	i	i	i	i
O=C(c1ccc(F)cc1)c1cn(Cc2ccc(F)cc2)c2cc3c(cc2c1=O)OCCO3	i	i	i	i	i	i	6	i	i	i	i
Cc1ccc(-c2noc(CCCOc3ccc(Cl)cc3Cl)n2)cc1	i	i	i	i	i	i	23	i	i	i	i
Cc1cc(/C=C\c2ccccc2)nc2ccccc12	i	i	i	i	i	i	-11	i	i	i	i
Cc1ccccc1NC(=O)CSc1nnc(-c2ccco2)n1N	i	i	i	i	i	i	16	i	i	i	i
NC(=O)N1CCc2ccccc21	i	i	i	i	i	i	9	i	i	i	i
O=C(Cc1ccc(F)cc1)N1CCN=C1SCc1ccc([N+](=O)[O-])cc1	i	i	i	i	i	i	-4	i	i	i	i
CC(=O)NS(=O)(=O)c1ccc(NC(=S)NC(=O)Cc2ccccc2)cc1	i	i	i	i	i	i	-9	i	i	-6.1*	i
COc1cccc(C(=O)NCCCNC(=O)c2ccco2)c1	i	i	i	i	i	i	12	i	i	i	i
CCc1ccc(CNC(=O)C2CCCN(S(=O)(=O)N3CC(C)CC(C)C3)C2)cc1 (configuration not stated)	i	i	i	i	i	i	-1	i	i	i	i
Cc1cccc(-c2nc(Nc3ccc(O)cc3)c3ccccc3n2)c1	i	i	i	i	i	i	10	i	i	i	i
CCN(CC)CCN1C(=O)C(=O)/C(=C(/O)c2ccc(OC)c(OC)c2)C1c1ccccn1 (configuration not stated)	i	i	i	i	i	i	-1	i	i	i	i
Cc1ccc2nc(-c3ccc4c(c3)NC(=O)CO4)cn2c1	i	i	i	i	i	i	-3	i	i	i	i
N=C1S/C(=C\c2cn[nH]c2-c2ccc(F)cc2)C(=O)N1c1ccccc1F	i	i	i	i	i	i	60*	i	i	i	i
O=C(CN1C(=O)COc2ccccc21)N(Cc1cccnc1)Cc1ccccc1F	i	i	i	i	i	i	0	i	i	i	i
O=C(c1sccc1-n1cccc1)N1CCCC1	i	i	i	i	i	i	-6	i	i	i	i
Cc1cc2[nH]c(=O)c(=O)[nH]c2cc1S(=O)(=O)NC1CCC(C)CC1 (configuration not stated)	i	i	i	i	i	i	-4	i	i	i	i
O=C(N/N=C/c1sc(=O)n(-c2ccccc2)c1Cl)c1ccncc1	i	i	i	i	i	i	-4	i	i	i	i
Cn1cccc1Cc1nnc(SCC(=O)NC2CCCC2)n1-c1ccc(F)cc1	i	i	i	i	i	i	3	i	i	i	i
COc1cccc(-c2c(C(=O)N/N=C/c3cccs3)nnn2-c2nonc2N)c1	i	i	i	i	i	i	5	i	i	-7.6*	i
COc1cc(C(=O)NCc2nnc(SCC(=O)NCc3ccco3)o2)cc(OC)c1OC	i	i	i	i	i	i	-11	i	i	i	i
CCOc1ccc(CC(=O)Nc2cccc(-c3ccc4nnc(C)n4n3)c2)cc1	i	i	i	i	i	i	14	i	i	i	i
CS(=O)(=O)C1=C(O)C(=O)N(CCCC(=O)O)C1c1ccccc1F (configuration not stated)	i	i	x	i	i	i	0	i	i	i	i
Clc1ccc(CN2C3=NCCN3c3ccccc32)cc1	i	i	i	i	i	i	-1	-6*	i	i	i
COc1ccc(C(=O)CSc2n[nH]c(C)n2)cc1[N+](=O)[O-]	i	i	i	i	i	i	-1	i	i	i	i
Cc1ccnc(NC(=O)Cn2cc([N+](=O)[O-])cn2)c1	i	i	i	i	i	i	-5	-8*	i	i	i
O=C(CN1CCCCC1)NCCNc1ccc(C(F)(F)F)cc1[N+](=O)[O-]	i	i	i	i	i	i	-7	i	i	i	i
Cc1[nH]c2ccccc2c1C(O)c1ccncc1 (configuration not stated)	i	i	i	i	i	i	7	i	i	i	i
O=C(CSc1nc2ccccc2c(=O)n1-c1ccc(SC(F)F)cc1)Nc1ccc(N2CCOCC2)cc1	i	i	i	i	i	i	3	i	i	i	i
CCN1/C(=C/C(=O)c2ccco2)Sc2ccccc21	i	i	i	i	i	i	0	i	i	i	i
Next records
SMILES	TRPC6 inhibitor	ANO1 block	TMEM16A act	MrgX1 agonist	TRPC6 act	TRPC4 agonist	SKKanGAS inh	TRPC4 inh	MrgX1 allo act	MrgX1 antag	TRPC4 PAM
CCCOP(=O)(c1ccc(N(C)C)cc1)C(O)c1ccncc1 (configuration not stated)	i	i	i	i	i	i	x	i	i	i	i
Cc1ccc(SCc2cn3c(C)csc3n2)cc1	i	i	i	i	i	i	6	i	i	i	i
COc1ccccc1NC(=O)Oc1cccc(OC(=O)c2ccccc2)c1	i	i	x	i	i	i	-1	i	i	i	i
COc1cccc(N(CC(=O)NC2CCCCC2)C(=O)c2snc(C(N)=O)c2N)c1	i	i	i	i	i	i	-1	i	i	i	i
CCOC(=O)/C(=C/C=C/c1ccccc1)NC(=O)c1ccccc1	i	i	i	i	i	i	-9	i	i	i	i
C#CCOCCOCCOCCNc1nc(N2CCN(C(=O)Cn3cc(CCCN=C(N)N)nn3)CC2)nc(N2CCN(C(=O)[C@H](C)n3cc(CCCN=C(N)N)nn3)CC2)n1	x	i	i	i	x	x	x	x	i	i	x
COc1ccc(Cn2ccc(=O)c(Cc3c(Cl)cccc3Cl)c2C)cc1	i	i	i	i	i	i	-8	i	i	i	i
O=C(COC(=O)c1cc(S(=O)(=O)N2CCCCC2)ccc1N1CCOCC1)NCCc1ccc(F)cc1	i	i	i	i	i	i	5	i	i	i	i
CCOc1ccccc1C(c1c(O)nc(SC)[nH]c1=O)c1c(O)nc(SC)[nH]c1=O	i	i	i	i	i	i	-1	i	i	i	i

Source: PubChem (several laboratories)
